# Source: PubChem BioAssay (National Center for Advancing Translational Sciences (NCATS))
# 15-hLO inh: blocks human 15-lipoxygenase activity. P16050. purified 15hLO-1, xylenol orange hydroperoxide absorbance. Potency, µM (top dose mostly 57.1 µM), inactives show at the highest dose activity change, negative = inhibition, actives largely listed as inhibitors. 1.4% of 74,000 active. AID 887; also: potency is read from the fitted curve at half-maximal effect; % is scaled to controls: 0 for no effect and ±100 for the full control effect; nearly all actives have a fitted effect of over 55% in size
#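 Readout: Fe(III)-xylenol orange absorbance, 573-to-405 nm ratio as reaction progress. Enzyme 40 nM purified human 15hLO-1, substrate 50 uM arachidonic acid, 6 min RT after 15 min compound preincubation; Hepes pH 7.5 buffer with Triton X-100.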
# HADH2 inhib: inhibitors of human HADH2 dehydrogenase; recombinant HADH2, NADH fluorescence, beta-hydroxybutyryl-CoA; Potency, µM (series often up to 57.1 µM), inactives show at the highest dose activity change, negative = inhibition, usual class: inhibitors; 3.4% of 73,000 active; also: potency is read from the fitted curve at half-maximal effect; % is scaled to controls: 0 for no effect and ±100 for the full control effect; nearly all actives have a fitted effect of over 60% in size; many of its hits are not listed in these tables
# Target sequence (Q99714 whole entry, looked up, one chain of several): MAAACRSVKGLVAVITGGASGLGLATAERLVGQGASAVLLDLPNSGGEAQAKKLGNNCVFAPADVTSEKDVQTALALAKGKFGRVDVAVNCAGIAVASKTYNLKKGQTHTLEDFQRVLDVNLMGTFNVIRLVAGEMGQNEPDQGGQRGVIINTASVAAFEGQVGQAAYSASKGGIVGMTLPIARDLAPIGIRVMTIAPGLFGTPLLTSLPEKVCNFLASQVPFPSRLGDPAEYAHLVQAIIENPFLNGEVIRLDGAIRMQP
#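 Activity measured as NADH fluorescence gain (360/450 nm), taken as the change between first and last reads of a 4-min kinetic run. Conditions: pH 9.0 Tris buffer, 20 nM E. coli-expressed His-tagged enzyme, 1 mM NAD+, 90 uM beta-hydroxybutyryl-CoA; 15-min compound preincubation.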
# CRE Fsk mod: alters forskolin-stimulated CRE reporter signaling in CHO cells. 2.5% of 71,000 active. Potency, µM (titrated, usually from 38.2 µM), without a hit: top-dose activity change, negative = inhibition, actives largely listed as activators. CHO CRE-bla reporter (cAMP response element driving beta-lactamase), forskolin EC10, beta-lactamase ratio; active = well fitted activation curve with a large enough effect in the signal ratio, with a control signal flat, not every such curve was filed as active; inconclusive = small, poorly fitted or top-dose-only effect, or effect the other way, or a change in a side signal; the % refers to the signal ratio; also: potency is read from the fitted curve at half-maximal effect; % of control where 0% means no effect
#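 Modulation of forskolin signalling: compounds in titration series added with EC10 NKH 477 to CHO cells carrying a CRE-driven beta-lactamase reporter, 3 h, 37C. CCF4 FRET ratio (460/530 nm, ex 405 nm) gives %activity and AC50.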
# Tau filament bind: binds recombinant human tau filaments | P10636 | recombinant tau filaments, thioflavin S fluorescence, 15 h; filaments grown with octadecylsulfate alongside compound | Potency, µM (top dose mostly 57.1 µM), without a hit: top-dose activity change, negative = inhibition | 2% of 71,000 active;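 also: potency is read from the fitted curve at half-maximal effect; % is scaled to controls: 0 for no effect and ±100 for the full control effect; actives lower thioflavin S fluorescence by blocking filaments or displacing dye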
# Target sequence (P10636 whole entry, looked up): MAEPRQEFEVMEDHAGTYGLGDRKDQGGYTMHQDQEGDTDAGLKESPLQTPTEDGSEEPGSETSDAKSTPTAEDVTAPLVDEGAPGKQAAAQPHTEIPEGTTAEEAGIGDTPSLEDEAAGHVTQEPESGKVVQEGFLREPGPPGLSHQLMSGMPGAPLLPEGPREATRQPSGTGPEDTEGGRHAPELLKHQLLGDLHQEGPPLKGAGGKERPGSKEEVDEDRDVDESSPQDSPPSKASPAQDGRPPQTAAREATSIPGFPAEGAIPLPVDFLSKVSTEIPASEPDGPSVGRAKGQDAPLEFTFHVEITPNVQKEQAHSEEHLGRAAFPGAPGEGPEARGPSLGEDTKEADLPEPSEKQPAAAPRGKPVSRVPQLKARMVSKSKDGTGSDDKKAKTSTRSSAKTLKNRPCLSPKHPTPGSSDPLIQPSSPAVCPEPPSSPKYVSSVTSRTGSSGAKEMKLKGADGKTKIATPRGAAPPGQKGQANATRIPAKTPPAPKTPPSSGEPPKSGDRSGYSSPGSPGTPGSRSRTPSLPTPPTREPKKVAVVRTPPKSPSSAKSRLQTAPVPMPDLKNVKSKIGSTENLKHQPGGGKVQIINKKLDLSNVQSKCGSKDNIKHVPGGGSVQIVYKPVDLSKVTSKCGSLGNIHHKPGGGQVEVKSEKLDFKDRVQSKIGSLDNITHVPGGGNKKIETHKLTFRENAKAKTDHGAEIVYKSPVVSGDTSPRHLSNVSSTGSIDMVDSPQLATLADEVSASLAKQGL
#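 ThS-based fibril read: tau 1 uM final, inducer ODS 30 uM final, 37 C for 15 h, ex 450/em 510 nm.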
# Pol III holo inh: blocks replication by bacterial DNA polymerase III holoenzyme; Potency, µM (titrated, usually from 57.1 µM), for the others: top-dose activity change, negative = inhibition; AID 603; 0.25% of 71,000 active; reconstituted DNA polymerase III holoenzyme replication, biochemical; also: potency is read from the fitted curve at half-maximal effect; % is scaled to controls: 0 for no effect and ±100 for the full control effect
#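 Reconstituted *E. coli* holoenzyme (0.35 nM Pol III, 1 nM beta, 154 nM SSB, 2 nM primase) was preincubated with compound for 15 min at RT. Synthesis on 1.4 nM ssM13Gori ran 35 min, then was stopped with PicoGreen/EDTA and read as dsDNA fluorescence.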
# Rhodamine fluor: compound fluoresces in the rhodamine spectral region | 0.05% of 59,000 active | max dye-equivalent concentration, M | Rhodamine-region fluorescence, 547/598 nm, Tris buffer; stronger effect = higher value; in the data active = max dye-equivalent concentration above about 11 nM; inconclusive = between about 1.1 nM and that limit
#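 Compounds in 100 mM Tris buffer, pH 8.0, were incubated 15 min at room temperature, then read at 547 nm excitation and 598 nm emission. Fluorescence was normalized against a per-plate six-point rhodamine standard curve as dye-equivalent concentration.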
# FLuc inh: firefly luciferase inhibition; Potency, µM (series often up to 57.1 µM), without a hit: top-dose activity change, negative = inhibition, most hits filed as inhibitors; P08659; 2.2% of 72,000 active; purified firefly luciferase, luminescence, 8 min; also: potency is read from the fitted curve at half-maximal effect; % is scaled to controls: 0 for no effect and ±100 for the full control effect; nearly all actives have a fitted effect of over 40% in size
#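 Compounds were tested as concentration series (qHTS) against purified P. pyralis luciferase with luciferin and 10 uM ATP in 50 mM imidazole pH 7.2, 50 mM KCl, 7 mM MgCl2, 0.01% Tween 20, 0.05% BSA. Luminescence was read after 8 min at ambient temperature.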
# ERK AVP inh: vasopressin-driven ERK pathway inhibition; HEK293-V1b, vasopressin-stimulated pERK AlphaScreen; Potency, µM (titrated, usually from 57.5 µM), for inactives: at the top dose activity, negative = inhibition, hits mostly inhibitors; 0.99% of 72,000 active; AID 995; also: potency is read from the fitted curve at half-maximal effect; % is scaled to controls: 0 for no effect and ±100 for the full control effect; nearly all actives have a fitted effect of over 55% in size
#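 HEK293 cells stably expressing V1b receptor, preincubated 30 min at 37 °C with compound, then stimulated 5 min with 25 nM vasopressin. Phospho-ERK by AlphaScreen SureFire after 5 h RT; normalized to DMSO and vasopressin; AC50 by Hill fit.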
# Texas Red fluor: compounds fluorescent in Texas Red spectral region; Compound fluorescence, Texas Red channel, 547/618 nm; stronger effect = higher value; max dye-equivalent concentration, M; 0.06% of 59,000 active; AID 587; in the data active = max dye-equivalent concentration above about 10 nM; inconclusive = between about 1.1 nM and that limit
#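 Fluorescence at ex 547/em 618 nm, normalized against an on-plate Texas Red standard series to give dye-equivalent concentration per compound concentration. Buffer 100 mM Tris, pH 8.0; 15 min RT incubation before CCD imaging.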
# Hsp90 Hop PPI: changes Hsp90-Hop TPR2A binding signal, up or down; AlphaScreen TPR2A-His6 binding biotin-Hsp90 C-terminal peptide; Potency, µM (titrated, usually from 57 µM), for the others: top-dose activity change, negative = inhibition; 0.44% of 71,000 active; active = well fitted curve in either direction with a large enough effect; inconclusive = small, poorly fitted or top-dose-only effect, or another doubt; also: potency is read from the fitted curve at half-maximal effect; % is scaled to controls: 0 for no effect and ±100 for the full control effect; many of its hits are not listed in these tables
# HBB splicing: hemoglobin beta splicing modulation. HBB splicing reporter cell assay, activation; EGFP reporter with mutant IVS2-654 intron; response scale: normalised to 500 nM splice-correcting PNA. Potency, µM (highest dose often 46.1 µM), for inactives: at the top dose activation, most hits filed as activators. 0.06% of 65,000 active. AID 925; also: potency is read from the fitted curve at half-maximal effect; 0% is about no effect
#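 Compounds were applied for 2 days to HeLa EGFP-654 cells, 500/well in Optimem with 2% FCS. The reporter's EGFP is disrupted by mis-splicing of beta-globin intron IVS2-654. Readout: summed well GFP fluorescence from 488 nm laser scanning; reference was 500 nM antisense […] 654 PNA.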
# The depositor's hits bear a star; i = inactive; ? = inconclusive; / = no result given; [ ] = another dose, or the depositor's remark. Unless noted, calls follow the shape of the dose curve; as a rule, active = well fitted curve in the direction sought with a large enough effect; inconclusive = small, poorly fitted or top-dose-only effect, or another doubt; inactive = no such curve, though single readings can be large; an effect the other way counts as inactive or inconclusive. This is a subset, so the mix of outcomes need not match the whole.
SMILES,15-hLO inh,HADH2 inhib,CRE Fsk mod,Tau filament bind,Pol III holo inh,Rhodamine fluor,FLuc inh,ERK AVP inh,Texas Red fluor,Hsp90 Hop PPI,HBB splicing
CN(C)C(=O)CSc1cccc2cccnc12,0%,16µM*,-18%,-12%,0%,i,2%,-22%,i,?,-0.7%
Cc1ccnc(NS(=O)(=O)c2ccc(NC(=O)C3CCCCC3)cc2)n1,-8%,-1%,-1%,0%,-5%,i,0%,12%,i,0%,/
Cc1c(Cl)cnc(NC(=O)COC(=O)C(NC(=O)c2ccco2)C(C)C)c1Cl (stereo not given),-2%,6%,-14%,4%,-1%,i,-3%,6%,i,0%,-0.2%[57.5 µM]
CCc1nnc(NC(=O)CSc2nnc(CNc3ccc(Cl)cc3)o2)s1,22%,9%,2%,1%,-3%,i,3%,4%,i,-3%,1.0%
COc1cc(C2c3c(oc4ccccc4c3=O)C(=O)N2CCN2CCOCC2)cc(OC)c1OC (stereo not given),3%,0%,5%,4%,-5%,i,1%,8%,?,-1%,0.4%
NCCOc1ccccn1,-1%[11.4 µM],1%[11.4 µM],25%[7.6 µM],10%[11.4 µM],-7%[11.4 µM],i,3%[11.4 µM],3%[11.5 µM],?,0%[11 µM],3.4%[9.22 µM]
O=C(O)COCC(=O)Nc1ccc2c(c1)CCC2,1%,-11%,-2%,6%,-2%,i,3%,-7%,i,-2%,/
CCOc1cc(N2CCOCC2)c(OCC)cc1NC(=O)CCS(=O)(=O)c1ccc(Cl)cc1,-2%,-13%,-3%,25µM*,-2%,i,-1%,-8%,i,-12%,-0.3%[57.5 µM]
C=CCOC(=O)N1CCN(c2cccc(C(F)(F)F)c2)CC1,2%,4%,3%,-9%,-8%,i,4%,48%[activator],i,23%,-3.0%[57.5 µM]
Cn1c(-c2ccc(F)cc2)cnc1NCc1ccccc1,?,-1%,-9%,-5%,?,i,-3%,25µM*,?,-11%,0.3%[57.5 µM]
CCCCN1CCc2c([nH]c3ccccc23)C1=O,2%,-11%,-5%,13%,0%,/,-8%,-7%,/,-1%,-0.9%
CN(C)C(=O)c1ccc(Oc2ccc(C(=O)N(C)C)cc2)cc1,1%,4%,0%,-7%,-2%,i,1%,22%,?,4%,-0.2%
Nc1cccc(-c2nc3ccc(N)cc3s2)c1,1%,?,?,?,2%,i,1µM*,-18%,i,-4%,0.0%[57.5 µM]
COc1ccc(-n2c(Cc3cccn3C)nnc2SCC(=O)Nc2ccc(C)c(Cl)c2)cc1,-16%,-19%,?,119%,0%,/,-12%,-23%,/,-3%[2.3 µM],-1.4%
COC(=O)CC1C(=O)NC2CCCCC2N1C(=O)c1ccccc1 (stereo not given),3%,0%,2%,5%,-7%,i,0%,-8%,i,-3%,1.0%
Cc1ccc2cc(CN(Cc3nnnn3C3CCCC3)C3CCCCC3)c(=O)[nH]c2c1C,13%,15%,-1%,-4%,-2%,i,2%,-12%,i,-1%,/
Fc1ccc(C2=Nn3c(Cc4ccccc4)nnc3SC2)cc1,1%,?,16%,8%,-14%,i,10%,-17%,?,-2%,-4.8%
Cc1ccccc1OC(C)c1nc(-c2ccccc2)no1 (stereo not given),-8%,-2%,10%,2%,-3%,i,-1%,85%[activator],i,?,2.8%
Cc1ccc2cccc(Oc3cnccn3)c2n1,9%,8%,-6%,-4%,2%,i,1%,-13%,i,1%,-0.2%[57.5 µM]
CCNc1ccc(S(=O)(=O)C(F)(F)F)cc1NC(=O)C12CCC(CC1)C2,16%,-2%,5%,14%,-2%,i,1%,7%,?,0%,-0.5%
O=C(NCc1ccco1)C1(c2ccccc2)CCCC1,-16%,1%,-15%,-13%,2%,i,1%,-15%,i,-1%,-1.0%
c1cncc(-c2noc(C34CC5CC(CC(C5)C3)C4)n2)c1,10%,13%,15%,3%,3%,i,-12%,4%,i,6%,-0.3%
Cc1noc(C)c1C(=O)N1CCC2(CCN(C(=O)Nc3ccccc3)CC2)CC1,2%,-8%,?,8%,-10%,i,2%[11.4 µM],5%,i,-6%,8.1%
Cc1cccc(NC(=O)CN2CCCN(S(=O)(=O)c3ccc(Br)s3)CC2)c1,-12%,-5%,?,11%,-4%,i,1%,37%[activator],i,7%,-6.3%
CCc1nnc(NC2=NCCC2)s1,-2%,-13%,0%,4%,-1%,i,3%,?,i,0%,0.0%[57.5 µM]
COc1cccc(NC(=O)COc2ccc(N3CC(C(=O)NCC(C)C)CC3=O)cc2)c1 (stereo not given),-7%,11%,-5%,72%,-5%,i,-2%,-8%,i,0%,2.8%
CCC1(CC)C(=O)N(C)C(=O)NC1=NCc1ccccc1,-1%,8%,?,-4%,6%,i,0%,3%,i,-2%,-0.9%[57.5 µM]
COc1ccc(-c2cc(C(=O)N3CCN(c4ccccn4)CC3)c3ccccc3n2)cc1,-15%,-17%,?,30%,-7%,i,1.3µM*,10µM*,i,-9%,1.1%
COc1ccc(NS(=O)(=O)c2ccc3c(c2)Cc2ccccc2-3)cn1,?,-8%,?,4%,3%,i,2%,-21%,i,6%,-0.6%
O=C(NCc1ccco1)c1ccc2ccccc2c1,-3%,-4%,-6%,11%,2%,/,?,-3%,/,-2%,-0.1%[9.22 µM]
CCn1cc(C(=O)NC2CCC(C)CC2)c(=O)c2cc(S(=O)(=O)N3CCCCC3)ccc21 (stereo not given),-28%,-4%,3%,14%,-1%,i,1%,-12%,i,-5%,2.9%[0.369 µM]
Cc1cnc(CNc2ccnc(-c3cccnc3)n2)cn1,-17%,-29%,?,-5%,-7%,i,-2%[2.29 µM],?,i,-4%,0.1%
Cc1ccc2cc(CN(Cc3ccccc3)Cc3nnnn3C3CCCC3)c(=O)[nH]c2c1,-11%,-4%,-23%,26%,-2%,i,3%,-2%,?,-18%,/
COCC(=O)N1CCC2(CC1)CCN(C(=O)Nc1cccc(C#N)c1)CC2,42%,7%,-9%,6%,0%,i,0%[11.4 µM],-22%,i,-5%,3.6%
CN(c1ccc(C(=O)N2CCCCC2)cc1)S(=O)(=O)c1ccccc1,-2%,13%,-9%,9%,-5%,i,1%,-9%,i,-4%,-1.8%
O=C(CSc1nnc(CNC(=O)c2cccs2)o1)NCCc1ccccc1,6%,9%,-10%,-10%,-3%,i,-1%,-5%,i,2%,-0.5%
CCOc1ccc(N(CC(=O)Nc2ccc(OC)cc2)S(=O)(=O)c2c(C)noc2C)cc1,7%,8%,7%,130%,-2%,/,2%,-16%,/,2%,-0.8%
COc1ccc(OCc2nn3c(-c4ccco4)nnc3s2)cc1,3%,-15%,10%,37%,-2%,i,0%,-14%,i,-3%,12%[0.369 µM]
Cc1ccc2c(c1)nnn2C1CCN(CC(=O)Nc2ccccc2N2CCOCC2)CC1,-13%,13%,?,12%,7%,i,1%,-13%,?,-1%,2.8%
Cc1ccc(NCc2nnc(SCC(=O)NCc3ccco3)n2CC2CCCO2)cc1Cl (stereo not given),-14%,8%,?,6%,-5%,i,0%,21%,?,-5%,-0.3%[57.5 µM]
CCc1nnc(NC(=O)CSc2nnc(COc3ccc(C)cc3)n2-c2ccccc2)s1,-2%,-1%,-13%,19%,0%,i,2%,17%,i,-1%,-2.6%
COCCNC(=O)C(c1ccccc1)N(Cc1cccs1)C(=O)Cn1nnc2ccccc21 (stereo not given),?,9%,-9%,17%,-7%,i,2%,-12%,i,-4%,/
Cc1nnc(NC(=O)C2CCCN(S(=O)(=O)c3ccccc3C(F)(F)F)C2)s1 (stereo not given),2%,-6%,-9%,-3%,-5%,i,0%,-25%,i,-4%,/
Cc1cc(C)n(-c2nc3ccccc3c(=O)n2OCC(=O)N(C)C)n1,-5%,25%,?,0%,4%,i,-1%,6%,i,7%,-2.9%[57.5 µM]
Cc1nnc(C)c2c(C)n(-c3ccc(Br)cc3)c(C)c12,1%,11%,-1%,1%,-1%,/,1%,5%,/,-1%,-0.9%[9.22 µM]
